# Screening results (PubChem)
# HTR5A inv ag – inverse agonist of human HTR5A in OPRM1-OPRD1 counter-screen | HTR5A cell line, luminescence, inverse agonism | AID 504634 | 340,000 compounds, 0.083% hits | inhibition, % at 9.3 µM | P47898; in the data active means inhibition mostly above about 23%, no sharp cut-off; inactive means mostly below about 18%;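 further: 0% = cells with DMSO and 100% = no-cell wells with DMSO; some compounds called inactive have numbers as strong as hits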
# Target sequence (P47898 whole entry, looked up): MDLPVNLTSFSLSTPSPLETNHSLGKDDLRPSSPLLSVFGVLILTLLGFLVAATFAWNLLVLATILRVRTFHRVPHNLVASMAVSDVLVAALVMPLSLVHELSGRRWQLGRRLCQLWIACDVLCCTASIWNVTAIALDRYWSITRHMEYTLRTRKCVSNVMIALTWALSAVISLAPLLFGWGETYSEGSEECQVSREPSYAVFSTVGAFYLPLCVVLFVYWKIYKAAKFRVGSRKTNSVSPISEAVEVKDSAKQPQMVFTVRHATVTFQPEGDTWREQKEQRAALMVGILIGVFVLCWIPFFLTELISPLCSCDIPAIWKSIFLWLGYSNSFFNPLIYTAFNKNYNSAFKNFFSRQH
# Mot1-301 SUMO – SUMOylation pathway inhibition by Mot1-301 growth rescue; S. cerevisiae Mot1-301 growth rescue, ATP luminescence, 38.5C; percent above DMSO median, 100 means doubled; growth rescue, % at 18.8 µM; 320,000 compounds, 1% hits; AID 2716;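 active means every valid replicate shows activation above 250% relative to neutral control wells; inactive means the rest, any valid replicate at or below 250%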;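 further: OY570 slx delta 5 strain wells were the positive control but not used for scaling; some compounds called inactive have numbers as strong as hits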
# MOR-DOR inv ag – mu-delta opioid heterodimer inverse agonism. P35372+P41143. cell-based MOR-DOR heterodimer luminescence. inhibition, % at 9.3 µM. 340,000 compounds, 0.21% hits; in the data active means inhibition above about 22%, passing the limit was not always enough;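 further: 0% = cells with DMSO and 100% = wells without cells with DMSO; values of inactives mirror those of a sister screen read the other way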
# phage Ecoli inh – E. coli growth loss with phage present. growth absorbance. inhibition, % at 11.9 µM. 360,000 compounds, 0.26% hits; in the data active means inhibition above about 11%
# AddAB inh – less growth of phage-infected E. coli with AddAB | E. coli expressing H. pylori AddAB, absorbance growth | inhibition, % at 11.9 µM | 330,000 compounds, 0.29% hits | AID 435030; in the data active means inhibition above about 12%;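 further: 0% = vehicle wells of infected cells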
# HTR5A ag – counter-screen for OPRM1-OPRD1 agonists: human HTR5A agonism | P47898 | HTR5A agonist assay, luminescence, cell-based | activation, % at 9.3 µM | 340,000 compounds, 0.61% hits | AID 504692; in the data active means activation mostly above about 9.5%, no sharp cut-off; inactive means mostly below about 7.6%;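 further: 0% = cells with vehicle only and 100% = reference agonist; strong numbers were not always called active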
# Ecoli viability – counter-screen for AddAB inhibitors: E. coli growth inhibition | E. coli V3065 growth, OD600 absorbance, 18 h | inhibition, % at 11.9 µM | 330,000 compounds, 0.27% hits;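 active means inhibition above the campaign's mean inhibition across all tested compounds plus 3 SD, cut at about 9.9% in these data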;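 further: uninfected addAB+ strain grown without phage in ampicillin broth; 0% = DMSO wells and 100% = ciprofloxacin 0.95 µg/ml wells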
# PKA-R1A act – PKA-R1A complex activation; P00514+P68181; PKA-R1A dissociation, Cy5-IP20 fluorescence polarization; scaled: DMSO 0%, 113 µM cGMP 100%; activation, % at 11.4 µM; 340,000 compounds, 0.083% hits; AID 504707;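 active means percent activation above the mean of all tested compounds plus 3 SD, cut at about 19% in these data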;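 further: higher means more PKAc released from R1A so a rise in polarization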
# PfHsp90 yeast 2 – growth inhibition of yeast expressing Plasmodium Hsp90; S. cerevisiae expressing PfHsp90, BacTiter-Glo ATP, 48 h; yeast lacking PDR1 and PDR3 efflux regulators; inhibition, % at 9.4 µM; 310,000 compounds, 0.32% hits;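 active means every replicate shows inhibition above about 80%, whatever the replicate mean, limit read from the data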;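 further: 0% = DMSO neutral controls and 100% = 20 µM radicicol positive controls; yeast relying on Plasmodium falciparum Hsp90 in place of its own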
# MOR-DOR ag – OPRM1-OPRD1 heterodimerization agonism | activation, % at 9.3 µM | cells, luminescence | P35372+P41143 | AID 504326 | 340,000 compounds, 0.3% hits; in the data active means activation above about 18%;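 further: 0% = vehicle-treated cells and 100% = reference agonist; values of inactives mirror those of a sister screen read the other way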
# Pemphigus Ab inh – inhibitors of pemphigus antibody binding to human desmoglein-3; 310,000 compounds, 0.48% hits; DSG3-coupled beads, scFv-anti-DSG3-GFP binding, flow cytometry; stronger effect = lower value; P32926; binding (percent of control), % at 10 µM; AID 588358;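 active means binding more than 3 SD below its plate's average and above zero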; further: some compounds called inactive have numbers as strong as hits
# An asterisk follows results filed as active; · = not tested or not shown. This is a random part of the collection; about 3.2% have a hit in one of these screens.
SMILES,HTR5A inv ag,Mot1-301 SUMO,MOR-DOR inv ag,phage Ecoli inh,AddAB inh,HTR5A ag,Ecoli viability,PKA-R1A act,PfHsp90 yeast 2,MOR-DOR ag,Pemphigus Ab inh
CCC1(c2ccccc2)NC(=O)N(CC(=O)N(c2ccccc2)C2CCS(=O)(=O)C2)C1=O (stereo unspecified),16,2,14,3.5,-0.8,-4,-1.9,-15,37,-3.0,·
CCN(CC)S(=O)(=O)c1cccc(NC(=O)COC(=O)c2cccs2)c1,14,6,11,1.7,-1.8,1,-1.9,9,·,-2.3,114
COc1ccc(CNC(=O)CN(c2ccc(OC)cc2)S(=O)(=O)c2c(C)nn(C)c2C)cc1,-12,131,-1,3.2,0.7,4,-0.3,2,-10,0.2,100
c1ccc2c(c1)NC1(CCCC1)n1c-2nc2ccccc21,7,-8,15,3.7,1.1,-3,-1.2,0,3,-2.7,95
CCCc1nc2c(c(=O)c3ccccc3n2C)c(=O)n1C1CCCCCC1,5,-5,-1,2.0,3.5,-2,5.6,-8,35,0.3,101
Cc1nc(NC2=NCN(CCCN3CCOCC3)CN2)nc2c(C)cccc12,3,·,0,·,9.4,-1,8.1,3,5,0.0,·
N#CCC(=O)Nc1ccc(C(=O)NCCc2c[nH]c3ccccc23)cc1,-14,18,13,-1.2,0.8,5,-0.8,0,-18,-2.0,·
Cc1ccc(OCc2nc(C#N)c(NCCCn3ccnc3)o2)cc1,-14,-18,-1,1.8,0.2,4,-0.1,-17,8,0.1,97
COc1ccc(SCCC(=O)NCc2ccncc2)cc1,-3,-8,20,3.1,0.2,2,0.2,5,0,-4.0,·
CC(=O)COc1cc(C)cc2oc(=O)c(C)c(C)c12,-3,-5,12,4.8,-0.5,3,2.0,-8,2,-2.1,112
COCCn1c(=S)[nH]c2sc3c(c2c1=O)CCCC3,8,72,12,-1.0,-1.1,-3,-0.9,4,-33,-2.3,98
c1ccc(-n2nnc3cnccc32)cc1,-12,·,4,2.1,-1.6,-1,-2.1,-5,-28,-0.7,108
Cc1cc(C)c(OCC(=O)Nc2ccc(S(=O)(=O)N3CCCC3)cc2)c(C)c1,3,-12,-4,6.5,3.1,-1,3.2,1,-12,0.6,99
COc1ccccc1N(CC(=O)NC(C)(C)C)C(=O)C1CSC(=O)C1 (stereo unspecified),-23,16,-2,2.9,4.0,9,-0.4,6,·,0.3,·
COc1cccc(C(=O)NCC2(c3ccccc3)CCCC2)c1,-21,-2,-13,1.3,4.1,8,1.8,-2,-11,2.3,101
CCOc1ccc(C(C)=O)cc1COC(=O)c1cnc(Cl)c(Cl)c1,-9,11,-23,2.4,0.8,3,-1.4,0,-113,4.8,104
COc1ccc(NS(=O)(=O)c2cccc3nonc23)c(OC)c1,19,-22,14,4.2,1.1,2,1.6,-6,-24,-2.7,125
CC(NC(=O)OCc1ccccc1)C(=O)N1CC(O)CC1C(=O)O (stereo unspecified),16,451*,3,1.3,·,-7,·,-8,·,-0.6,109
Cc1ccc2nc(N(CCCN(C)C)C(=O)c3ccc(Br)s3)sc2c1,-3,0,-5,2.3,1.5,1,-0.2,-8,-11,1.0,106
COCc1cc(C)n(CC(=O)NCc2ccccc2)c(=O)c1C#N,5,52,-5,2.6,5.3,-2,0.0,9,1,1.1,104
O=S(=O)([N-]c1nc2ccccc2nc1-[n+]1ccccc1)c1ccc(Cl)cc1,-3,-22,9,2.1,3.1,1,-2.4,1,2,-2.2,115
COc1cccc(-c2ocnc2C(=O)Nc2ccc(N3CCOCC3)cc2N2CCOCC2)c1,4,5,-2,-0.6,1.8,-2,-0.9,0,-9,0.4,·
N/C(=N\OC(=O)CCCOc1ccccc1)c1ccc([N+](=O)[O-])cc1,-11,-16,11,6.0,1.0,4,0.9,-6,16,-1.9,99
Cc1cc(OCc2cc(C(=O)N3CCN(C)C(=O)[C@@H]3C)no2)cc(C)c1Cl,-7,-2,-8,3.5,1.9,2,1.6,6,5,1.5,108
CC(C)Oc1ccc(CNC(=O)CC(c2ccccc2)c2cc(Cl)ccc2O)cc1 (stereo unspecified),-2,-4,-83,4.0,0.5,2,-0.7,-5,-24,15,98
CC1CCCC(NC(=O)COC(=O)c2cc(S(=O)(=O)N3CCOCC3)ccc2F)C1C (stereo unspecified),-47,0,0,1.5,-0.6,18*,0.2,2,18,0.1,99
COc1cc2c(cc1OC)CN(CC(=O)Nc1ccc(F)cc1F)CC2,-2,8,5,7.4,0.4,1,1.3,-2,16,-1.0,95
Cc1ccc2c(c1)N(S(=O)(=O)c1ccc(F)cc1)C(C(C)(C)C)CO2 (stereo unspecified),1,12,-7,2.8,-1.1,2,-0.4,-3,-19,1.2,90
COc1ccc(-c2c(-c3ccccc3OC)sc3ccccc23)cc1C=O,-17,2,-2,2.6,0.8,0,-2.1,0,-13,0.3,102
O=C(CCN1C(=O)c2ccccc2C1=O)Nc1ccc2c(c1)OCCO2,-13,-5,11,2.7,0.2,-2,-1.9,-7,·,-1.9,127
COc1ccccc1C(=O)NC(=S)Nc1ccccc1N1CCCCC1,-6,-12,2,2.6,3.4,3,-0.4,-17,-4,-0.5,·
COc1ccc(NC(=O)COC(=O)Cn2nnc3ccccc32)cc1,-6,·,4,1.8,0.3,2,1.1,-6,-14,-0.8,96
CN(C)C(=O)c1ccc(NC(=O)COC(=O)C2=COCCO2)cc1,-9,-3,16,1.9,0.5,4,1.6,-4,-30,-3.3,102
O=C(O)COc1ccc(Br)cc1/C=C1/SC(=O)N(CC(=O)N2CCCC2)C1=O,1,0,8,0.8,1.1,1,-2.5,-6,-10,-1.7,·
CCCn1c(=O)c(C(=O)OCC)c(O)c2cc(Br)ccc21,12,7,22,3.2,3.6,-5,-3.5,-1,18,-4.3,99
COc1cc(OC)cc(C(=O)NCC(=O)N2CCN(c3ccc(O)cc3)CC2)c1,-10,110,-18,0.7,6.8,3,-1.4,0,21,3.5,105
COc1ccc(/C=C2/SC(=O)N(CCNC(=O)C3COc4ccccc4O3)C2=O)cc1 (stereo unspecified),10,-7,0,4.0,3.3,0,-0.3,-3,-15,0.1,114
O=C1CCCN1C(=O)COc1ccc([N+](=O)[O-])cc1,-4,-7,12,3.7,0.5,2,2.2,-5,-36,-2.1,118
CC1(c2ccccc2Cl)NC(=O)N(CC(=O)NC(=O)NCc2ccco2)C1=O (stereo unspecified),-6,4,20,0.5,-0.7,7,-2.6,-11,-31,-3.2,103
COc1cccc(C2CC(c3cccs3)=NN2C(=S)Nc2ccccc2)c1OC (stereo unspecified),-7,0,-6,-0.6,-0.1,3,0.2,-2,-35,1.1,98

# Two of these compounds in a different format.
canonical_smiles	HTR5A inv ag	Mot1-301 SUMO	MOR-DOR inv ag	phage Ecoli inh	AddAB inh	HTR5A ag	Ecoli viability	PKA-R1A act	PfHsp90 yeast 2	MOR-DOR ag	Pemphigus Ab inh
COc1cc(OC)cc(C(=O)NCC(=O)N2CCN(c3ccc(O)cc3)CC2)c1	-10	110	-18	0.7	6.8	3	-1.4	0	21	3.5	105
N/C(=N\OC(=O)CCCOc1ccccc1)c1ccc([N+](=O)[O-])cc1	-11	-16	11	6.0	1.0	4	0.9	-6	16	-1.9	99

# Compound profiles, from the list above. Order of values: HTR5A inv ag | Mot1-301 SUMO | MOR-DOR inv ag | phage Ecoli inh | AddAB inh | HTR5A ag | Ecoli viability | PKA-R1A act | PfHsp90 yeast 2 | MOR-DOR ag | Pemphigus Ab inh
# N/C(=N\OC(=O)CCCOc1ccccc1)c1ccc([N+](=O)[O-])cc1 is entered as -11 | -16 | 11 | 6.0 | 1.0 | 4 | 0.9 | -6 | 16 | -1.9 | 99
# COc1ccccc1N(CC(=O)NC(C)(C)C)C(=O)C1CSC(=O)C1 (stereo unspecified) is entered as -23 | 16 | -2 | 2.9 | 4.0 | 9 | -0.4 | 6 | · | 0.3 | ·
# O=C(CCN1C(=O)c2ccccc2C1=O)Nc1ccc2c(c1)OCCO2 is entered as -13 | -5 | 11 | 2.7 | 0.2 | -2 | -1.9 | -7 | · | -1.9 | 127
# CC1CCCC(NC(=O)COC(=O)c2cc(S(=O)(=O)N3CCOCC3)ccc2F)C1C (stereo unspecified) is entered as -47 | 0 | 0 | 1.5 | -0.6 | 18* | 0.2 | 2 | 18 | 0.1 | 99
# Cc1cc(OCc2cc(C(=O)N3CCN(C)C(=O)[C@@H]3C)no2)cc(C)c1Cl is entered as -7 | -2 | -8 | 3.5 | 1.9 | 2 | 1.6 | 6 | 5 | 1.5 | 108

# Going on with the list:
SMILES,HTR5A inv ag,Mot1-301 SUMO,MOR-DOR inv ag,phage Ecoli inh,AddAB inh,HTR5A ag,Ecoli viability,PKA-R1A act,PfHsp90 yeast 2,MOR-DOR ag,Pemphigus Ab inh
CN(C(=O)Cc1c(C(=O)O)n(C)c2ccccc12)c1ccc(F)cc1,4,301,7,2.2,2.8,-1,1.6,7,-8,-1.3,96
CCN(CC)CCNC(=O)CCc1nnc2ccc(N3CCC(C)CC3)nn12,-22,20,9,1.8,2.4,6,-1.0,2,-3,-1.9,101
CCCCN(C(=O)c1ccc(-c2ccc(Cl)cc2)o1)c1c(N)n(CCC)c(=O)[nH]c1=O,9,11,17,0.8,-0.6,1,-1.6,-12,18,-4.6,103
CCc1nnc(NS(=O)(=O)c2ccc(NC(=O)OC)cc2)s1,-20,-3,-4,-0.9,-0.9,3,-2.1,-9,11,0.9,111
O=C(CSc1nnc(CNC(=O)c2cccs2)o1)Nc1cccc(C(F)(F)F)c1,16,-8,6,1.1,0.5,4,0.2,-12,7,-1.3,108
COC(=O)Cc1ccc(NC(C)=O)cc1,-5,-7,13,1.6,3.5,0,1.8,-2,13,-2.2,101
O=C(/C=C/C=C/c1ccc2c(c1)OCO2)N1CCCCC1,3,2,9,6.0,4.2,-2,0.2,-6,7,-1.8,99
C(=N\Nc1ccccn1)/c1ccc2c(c1)OCCO2,-3,-14,7,5.2,0.5,1,0.6,-4,4,-1.3,100
CCn1nc(C(=O)OCc2cccc(S(=O)(=O)N(C)C)c2)c2ccccc2c1=O,-26,850*,-1,0.3,1.7,8,-0.4,6,6,0.2,100
COCCNC(=O)C(=O)NCCN1CCOCC1,-16,·,7,2.5,5.6,6,2.0,-7,30,-1.1,·
O=C1C=C(NCc2ccco2)CCC1,8,8,-3,3.1,0.3,-4,-2.7,3,-11,0.5,79
CCCc1cc(=O)n2nc(N3CCC(C(=O)NCc4ccc(C)o4)CC3)sc2n1,12,·,7,4.1,5.5,-4,0.7,-6,3,-1.4,93
